Bioassay records deposited in PubChem by several laboratories.
TNF death inh = blocks TNF-alpha induced death of Jurkat FADD-/- cells | Jurkat FADD-/- TNF necroptosis rescue, ATP luminescence, 24 h; 0 = TNF only, 100 = no-TNF cells | activation (protection from cell death), % at 10 µM | 220,000 compounds, 0.068% hits | AID 463075;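 active = activation, meaning protection from cell death, of at least 50% relative to plate controls; inactive = activation below 50%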;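 also: necroptosis triggered by 40 ng/mL TNF-alpha added together with compound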
Runt-SMMHC FRET = inhibitors of human RUNX1 Runt domain binding to CBFb-SMMHC; 220,000 compounds, 0.74% hits; Q01196+Q13951; Cerulean-Runt/Venus-CBFb-SMMHC FRET ratio 530/480, 1 h; inhibition, % at 20 µM;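 active = mean inhibition across duplicate retests at 20 µM reaching about 50%, limit read from the data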;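 also: 0% = DMSO wells and 100% = wells with excess untagged CBFb-SMMHC; inhibitors lower the FRET ratio by blocking Runt binding to CBFb-SMMHC; some results filed as inactive read as strong as hits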
EP2 antag = blocks the human prostaglandin E2 receptor EP2 | P43116 | C6 glioma cells expressing human EP2, cAMP TR-FRET; cells stimulated with saturating PGE2 | inhibition, % at 25 µM | 260,000 compounds, 0.52% hits;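 active = percent inhibition above 40 after rounding to a whole number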;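 also: rat C6 glioma host cells with rolipram phosphodiesterase inhibitor present; the protocol text gives 20 µM as final concentration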
Target sequence (P43116 whole entry, looked up): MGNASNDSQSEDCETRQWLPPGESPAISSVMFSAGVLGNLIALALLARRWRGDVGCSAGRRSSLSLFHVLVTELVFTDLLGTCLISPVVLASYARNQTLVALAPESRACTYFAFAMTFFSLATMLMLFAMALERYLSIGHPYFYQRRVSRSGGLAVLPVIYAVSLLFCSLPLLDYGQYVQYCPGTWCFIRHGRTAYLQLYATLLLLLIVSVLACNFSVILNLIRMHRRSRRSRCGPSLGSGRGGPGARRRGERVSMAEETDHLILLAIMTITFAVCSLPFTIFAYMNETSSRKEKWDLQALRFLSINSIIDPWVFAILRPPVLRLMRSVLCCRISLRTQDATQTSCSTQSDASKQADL
Runt-CBFb FRET = Runt domain-CBFb interaction inhibition; Cerulean-Runt/Venus-CBFb FRET ratio 530/480, 1 h; AID 1496; 220,000 compounds, 0.46% hits; Q01196+Q13951; inhibition, % at 20 µM;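 active = inhibition over about 50% at 20 µM in the single-dose screen, limit read from the data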;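 also: 0% = DMSO wells and 100% = excess unlabeled CBFb competitor control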
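Buffer or medium: Tris pH 7.5 buffer with BSA. Assay system: Cerulean-labeled Runt domain protein. Amount: each fluorescent fusion protein 100 nM. Read-out basis: loss of energy transfer signal. Incubation: 1 h compound exposure, room temperature. Probe or stimulus: Venus-CBFb binding partner, 100 nM. Detection: FRET, excitation 422 nm, emission at 530 and 480 nm.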
Hck-Nef inh = human Hck-Nef kinase inhibition. 220,000 compounds, 0.68% hits. P08631. inhibition, % at 20 µM. Recombinant Hck-YEEI plus Nef, Z-Lyte FRET kinase assay;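 active = Hck-Nef kinase inhibition above about 50%, limit read from the data; inactive = inhibition below that limit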;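 also: 0% = DMSO with Hck plus Nef and 100% = Hck alone without Nef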
Target sequence (P08631 whole entry, looked up): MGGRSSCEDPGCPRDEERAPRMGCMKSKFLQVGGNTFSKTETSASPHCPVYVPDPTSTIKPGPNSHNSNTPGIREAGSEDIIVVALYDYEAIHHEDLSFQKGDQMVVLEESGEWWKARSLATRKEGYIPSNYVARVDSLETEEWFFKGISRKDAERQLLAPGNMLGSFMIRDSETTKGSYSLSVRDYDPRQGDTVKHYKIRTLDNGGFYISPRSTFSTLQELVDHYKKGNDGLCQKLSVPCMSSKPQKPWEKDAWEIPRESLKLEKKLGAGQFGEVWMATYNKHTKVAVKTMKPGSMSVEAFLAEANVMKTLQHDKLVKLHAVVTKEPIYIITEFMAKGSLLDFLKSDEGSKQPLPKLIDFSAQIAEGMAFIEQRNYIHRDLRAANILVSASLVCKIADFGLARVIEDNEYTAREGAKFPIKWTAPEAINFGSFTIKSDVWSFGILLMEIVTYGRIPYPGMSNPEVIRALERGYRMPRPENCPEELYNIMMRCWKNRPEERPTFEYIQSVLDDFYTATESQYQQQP
RBBP9 inh = inhibitors of human serine hydrolase RBBP9; inhibition, % at 7.94 µM; recombinant RBBP9, FP-Rh probe fluorescence polarization; O75884; AID 1515; 220,000 compounds, 0.2% hits;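 active = inhibition above the campaign mean of all tested compounds plus 3 SD, cut at about 14% in these data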;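 also: plate controls were DMSO wells with RBBP9 for no effect and wells lacking RBBP9 protein for full effect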
Target sequence (O75884 whole entry, looked up): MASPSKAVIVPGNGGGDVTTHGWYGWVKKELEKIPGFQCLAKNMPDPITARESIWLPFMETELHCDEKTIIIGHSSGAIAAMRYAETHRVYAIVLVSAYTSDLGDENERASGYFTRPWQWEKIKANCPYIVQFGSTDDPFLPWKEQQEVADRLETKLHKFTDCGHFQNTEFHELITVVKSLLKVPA
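Measured by: FP readout at 525/598 nm; material: recombinant human RBBP9; also added: Serine-hydrolase probe FP-Rh, 375 nM pre-mixing; medium: Tris buffer pH 8.0, NaCl, Pluronic; replication: one well per compound; doses: one concentration, 7.94 µM nominal, 0.794% DMSO; timing: preincubation 30 min plus labeling 45 min at 25 °C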
EP2 mod = modulates human prostaglandin E2 receptor EP2 signaling; AID 940; induction, % at 25 µM; EP2-expressing cells, cAMP HTRF FRET, PGE2 co-stimulation; P43116; 260,000 compounds, 0.83% hits;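 active = compounds whose cAMP rise, as percent of the full-agonist control response, exceeds 60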;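 also: rat C6 glioma line stably carrying human EP2 under a CMV promoter; the protocol text gives 20 µM as final concentration; 100% = response of wells given 1 µM PGE2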
PERK inhibitor = human PERK inhibition, primary cell-based screen; CHO PERK-DD fusion, SEAP luminescence translation reporter; inhibition, % at 5.6 µM; 220,000 compounds, 0.17% hits;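 active = inhibition above the mean inhibition of all tested compounds plus 3 SD, set separately per screening campaign, cut at about 2.9% in these data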;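 also: PERK kinase domain activated by AP20187 dimerizer at 100 nM; 0% = DMSO with dimerizer and 100% = rapamycin at 8.4 µM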
L929 necroptosis = blocks zVAD induced death of L929 cells | L929 zVAD necroptosis rescue, ATP luminescence, 24 h; with zVAD 60 µM | viability rescue, % at 10 µM | 220,000 compounds, 0.38% hits | AID 1377;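 active = activation, scaled between plate controls, above about 75%, limit read from the data; inactive = activation under that limit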;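 also: 0% = zVAD with DMSO and 100% = DMSO alone without zVAD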
An asterisk follows results filed as active; / = no result given; & = joins results of further samples.

SMILES	TNF death inh	Runt-SMMHC FRET	EP2 antag	Runt-CBFb FRET	Hck-Nef inh	RBBP9 inh	EP2 mod	PERK inhibitor	L929 necroptosis
Nc1c(C(=O)NCCN2CCOCC2)c2nc3ccccc3nc2n1CCc1ccccc1	-9.0	41	21	74*	48	-6	-2	-1.3	0.5
O=c1oc2ccccc2c2c1nnn2CCO	-1.2	-4	8	0	18	-4	3	0.8	14
Cc1cccc(Oc2c(C=O)c3ccccc3n2C)c1	-4.8	2	11	-1	0	-2	40	-0.6	-0.1
COc1ccc(-n2cccc2C=O)cc1OC	-2.1	-1	7	1	1	-6	19	0.0	-0.1
O=C(NCc1ccco1)c1cc(C(=O)C2CC2)c[nH]1	-1.2	-2	11	2	0	-6	-12	1.9	0.0
O=C(Cc1n[nH]c(=O)c2ccccc12)Nc1ccc(-c2nnc3n2CCCCC3)cc1	-0.1	-3	5	-1	6	9	15	1.0	0.1
CCOC(=O)N1CCN(C(=O)C2CCN(Cc3cccc(OCc4ccccc4)c3)CC2)CC1	1.3	-2	3	0	0	6	16	-0.5	-0.1
COc1ccc(CC(NC(C)=O)C(=O)NC2CCN(c3c(Cc4ccccc4)c(C)nc4ncnn34)CC2)cc1OC (stereo unspecified)	0.3	3	8	1	5	-10	24	0.1	/
O=C(CSc1nnnn1-c1ccccc1)Nc1ncc(Cc2cc(Cl)ccc2Cl)s1	-11	0	5	2	2	-3	14	0.5	-0.2
CC(C)(C)n1ncc2c(=O)n(CC(=O)Nc3ccccc3)cnc21	-0.7	-1	15	-3	1	-4	13	1.5	-0.2
C=CCn1c(SCC(=O)Nc2c(C)n(C)n(-c3ccccc3)c2=O)nc2sc(C)c(C)c2c1=O	-2.1	-3	13	1	4	-10	20	-1.9	-0.8
N/C(=N/OS(=O)(=O)c1ccc([N+](=O)[O-])cc1)c1ccncc1	-1.1	-2	4	-1	-1	-5	4	0.5	2.2
CC(=O)Nc1ccc(OS(=O)(=O)c2ccc(C)cc2C)cc1	0.8	0	7	-2	14	4	-64	0.7	3.8
CCCCN1C(=O)C(O)=C(C(C)=O)C1c1ccccc1[N+](=O)[O-] (stereo unspecified)	-2.8	0	7	10	6	-5	6	0.5	3.4
Clc1c(CSc2nc3ccccc3o2)nc2sccn12	-1.2	-2	7	0	7	6	23	1.5	-0.5
O=C(NCc1ccccn1)c1ccc(NC(=O)c2ccco2)cc1	-1.5	-1	11	2	10	-1	5	1.2	0.0
COc1ccc(Br)cc1C(=O)Nc1ccc(N2CCN(S(C)(=O)=O)CC2)cc1	1.7	0	15	1	5	-12	-3	-1.7	0.3
O=c1[nH]c(CN2CCN(c3ccc(O)cc3)CC2)nc2scc(-c3ccc(Cl)cc3)c12	-13	19	6	34	31	0	-5	-0.1	1.8
COc1ccc(C(=O)NC(=S)N2CC(C)OC(C)C2)cc1 (stereo unspecified)	1.7	0	15	1	1	-15	-14	0.5	0.0
CCOC(=O)C1(CC2CC2)CCN(C(=O)c2cc(C3CC3)nc3ccccc23)CC1	0.0	-4	6	0	3	-2	18	0.7	-0.2
COC(=O)c1ccccc1NC(NC(=O)c1ccco1)C(=O)c1ccccc1 (stereo unspecified)	1.1	1	10	1	1	-5	-16	-0.6	3.2
C/C(=N\Nc1ccc([N+](=O)[O-])cc1)c1ccc2c(c1)OCO2	0.6	-88	5	-31	-48	-2	4	0.9	0.8
O=C(CSCc1ccco1)c1cccs1	0.8	2	17	6	0	-7	6	0.9	1.8
Cc1cc(C(=O)N/N=C/c2c(C)[nH]c3ccccc23)n[nH]1	0.3	-2	8	0	25	-5	25	-0.1	-0.3
Cc1ccc2oc(=O)c3cnn(CC(=O)N4CCCCCC4)c3c2c1	-0.1	2	8	2	1	-3	-7	-0.3	-0.6
Cc1c(C(=O)OCC(C)(C)CN(C)C)oc2ccccc12	2.7	-1	9	0	9	-3	6	0.3	0.3
Cn1c(=O)n(C)c2cc(/C=N/n3cnnc3)ccc21	-0.4	-3	4	/	1	9	10	1.0	1.4
COc1ccc(S(=O)(=O)CC(=O)Nc2ccccc2Cl)cc1	0.2	-4	3	3	-3	-4	-5	-0.5	-0.6
COc1ccc(N(C)S(=O)(=O)c2cccc(C(=O)OCC(=O)NCc3ccccc3OC)c2)cc1	-2.6	-2	7	4	13	-4	-11	1.3	0.0
Cc1cccc(C(=O)NC2CCN(C(=O)N3CCOCC3)CC2)c1	-1.1	1	2	0	0	-9	17	-0.5	-0.1
Clc1ccc(-n2nnnc2-c2cnc(-c3ccccn3)nc2-c2cccs2)cc1	-1.2	-4	9	-3	10	-8	-63	-1.2	-0.5
CCc1ccc(C(=O)N/N=C/c2cccc3ccccc23)nc1	-0.4	0	15	0	2	-1	-84	1.1	0.5
COc1ccc(C2c3sc(=O)[nH]c3SCC2C(N)=O)cc1 (stereo unspecified)	0.5	2	7	23	18	-9	-3	-0.1	0.8
COC(=O)C1=C(C)N(c2cc(C)cc(C)c2)/C(=C/c2ccc(O)cc2)C1=O	-3.1	-8	15	-9	18	-2	-15	0.3	-1.6
CC(=O)Nc1ccc(S(=O)(=O)Nc2nc3n(n2)C(c2ccccc2)CC(=O)N3)cc1 (stereo unspecified)	-0.9	0	8	0	15	0	7	0.9	0.8
CCOc1ccc(C(=O)N2CCSC2=S)cc1	-3.6	4	23	0	9	12	32	1.1	1.0
Nn1cnc2c([nH]c3ccccc32)c1=O	1.2	-5	7	0	-1	-3	3	0.5	0.2
Cc1ccc(OC(C)C)c(CN(CCO)CCO)c1	0.9	0	12	1	-1	9	10	0.6	0.6
COc1ccc(/C=C2\CCCC3C2=NC(=S)NC3c2ccc(OC)cc2)cc1 (stereo unspecified)	-11	-21	8	25	-27	-8	22	0.1	1.4
O=C(CSc1nnnn1-c1ccc(O)cc1)Nc1ccc(N2CCOCC2)c(Cl)c1	4.7	-4	6	0	2	-5	-10	-0.3	76*
COc1ccccc1OCCCCN1CCN(c2ccccc2OC)CC1	2.2	-6	20	-1	-13	-9	-13	-1.8	-0.6
CNC(=O)NC(=O)COC(=O)/C=C/c1cccc(Br)c1	0.7	-2	4	-2	29	2	-54	1.1	0.6
COc1cccc(-c2nnc3sc(-c4ccc(C)cc4)nn23)c1	-14	-5	/	/	1	-8	20	2.1	1.1
O=C(NN1C(=O)/C(=C\c2cccnc2)SC1=S)c1ccco1	0.3	3	2	10	22	-7	13	0.2	1.8
Cc1[nH]nc2c1C(c1cccs1)C1=C(CCCC1=O)N2 (stereo unspecified)	0.2	-2	4	-2	-24	-1	15	0.1	34
CCCc1nnc(NC(=O)C2CCCO2)s1 (stereo unspecified)	-1.7	14	5&10	1	-1	-11	7&26	-0.2	1.1
COc1ccc(NC(=O)/C(=C\c2ccncc2)NC(=O)c2ccccc2)cc1	-0.3	3	2	0	7	-1	4	2.6	-0.7
O=C(/C=C/c1ccc(Cl)cc1)NC1CCS(=O)(=O)C1 (stereo unspecified)	2.3	0	4	-1	20	-5	-12	0.5	1.8
CC(C)(C)[C@@H]1C=C(C(=O)NC2CC2)O[C@H](OCc2ccc(CO)cc2)C1	1.8	-3	4	-1	13	-2	2	0.9	-0.1
CC(C)N(C(=O)C(=O)c1cccn1-c1ccccc1C#N)C(C)C	1.7	-1	15	0	3	-5	-2	-0.7	0.0
CCCNc1nc2c(c(=O)n(C)c(=O)n2C)n1CCc1ccccc1	-4.8	1	7	0	0	-5	5	-0.4	0.2
O=C(CCc1nc(-c2ccccn2)no1)NCc1ccc2c(c1)OCO2	0.8	0	4	3	16	1	-3	1.7	-0.2
CC(=O)NC1=NN(C(C)=O)C(C)(c2cccs2)S1 (stereo unspecified)	-9.5	2	2	-1	6	-2	10	0.6	-0.5
NS(=O)(=O)c1ccc(CCNC(=O)Cc2ccc(S(=O)(=O)N3CCCC3)s2)cc1	2.5	-5	2	0	0	-9	3	0.2	0.9
Cc1ccc(-c2csc3nc[nH]c(=S)c23)cc1	-22	36	16	15	7	-7	28	-1.3	-1.6
COc1cc(CCC(=O)NNC(=O)c2ccc(C)cc2)cc(OC)c1OC	0.4	2	3	-1	-25	-6	6	1.4	1.2
COc1ccc(NC(=O)C(c2ccccn2)N(C(C)=O)c2ccc(C)cc2)cc1 (stereo unspecified)	-0.3	-2	10	7	4	1	13	0.8	0.8
CCC(C(=O)Nc1nccs1)(C(F)(F)F)C(F)(F)F	-7.5	-2	10	0	0	-1	15	1.3	0.6
Nc1ccc(-c2ccc(N)cc2C(F)(F)F)c(C(F)(F)F)c1	-3.5	-3	10	-1	0	-12	22	-0.3	-0.6
CC1CCC2(CC1)NC(=O)N(CC(=O)c1cccn1C)C2=O (stereo unspecified)	-0.3	0	9	-1	1	-11	-20	0.1	0.5
Going on with the list:
SMILES	TNF death inh	Runt-SMMHC FRET	EP2 antag	Runt-CBFb FRET	Hck-Nef inh	RBBP9 inh	EP2 mod	PERK inhibitor	L929 necroptosis
CCN(CC)S(=O)(=O)c1ccc(Cl)c(NC(=O)COc2ccc3c(C)cc(=O)oc3c2)c1	1.3	-8	8	-1	4	-5	3	0.1	0.1
COc1ccccc1NCCC(=O)OCC(=O)Nc1ccc(Cl)cn1	2.1	1	/	-2	-17	1	-8	1.4	0.7
CC(C)(C)S(=O)(=O)c1ccc2nc3c(n2c1)CCCC3	-3.1	-26	9	1	0	4	/	0.4	-0.6
CCn1c(SCC(=O)N(C)C2CCS(=O)(=O)C2)nnc1-c1ccccc1 (stereo unspecified)	1.5	3	4	-1	24	-1	-2	0.9	2.9
COc1cc(CO)c(Br)cc1OCC(N)=O	-1.3	4	5	1	-3	-2	24	0.5	0.1
CCCC1(CCC)NC(=O)N(CC(=O)c2cc(C)n(-c3ccc4c(c3)OCO4)c2C)C1=O	2.6	0	4	2	1	-4	9	0.5	-0.7
O=C(NN1C(=O)/C(=C\c2ccc(O)c([N+](=O)[O-])c2)SC1=S)c1ccccc1Cl	-3.0	-16	14	-11	-8	-11	-15	-0.8	0.5
COC(=O)Cc1c(C)nc2nc(NCc3ccc(Cl)cc3)[nH]n2c1=O	-0.3	3	/	1	0	-6	7	-0.1	0.1
CCCCCOC(=O)C1[C@H]2C(=O)N(CCCOC)C[C@]23C=C[C@H]1O3 (stereo partly specified)	0.1	-2	4	-4	-1	-11	5	0.3	0.3
COc1ccc(S(=O)(=O)c2ccc(OC)cc2)cc1	0.9	-2	12	2	0	-2	8	1.1	-0.1

This is a subset; rates above refer to the full screens.
